p53ts 32C tox: kills p53ts cells at the permissive temperature; Potency, µM (top dose mostly 46.1 µM), inactives show at the top dose activity change, negative = cytotoxicity, hits mostly cytotoxic; actives 0.93% (n = 130,000); H1299-p53A138V at 32C, ATP luminescence viability, 24 h; AID 924;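 note: 0% = DMSO and -100% = full killing by reference compound; nearly all actives have a fitted effect of over 55% in size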
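Viability by ATPlite luminescence after 24 h compound treatment (up to 46 uM) at the permissive 32C. Cells are H1299 carrying p53 A138V. Scale runs from DMSO basal to 100 uM tamoxifen as full kill; AC50 from Hill fits.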
p53ts 39C kill: cytotoxicity in p53ts cells at nonpermissive temperature. Potency, µM (top dose mostly 46.1 µM), for inactives: at the highest dose activity change, negative = cell killing, actives largely listed as cytotoxic. H1299-p53A138V viability at 39C, ATP luminescence, 24 h. actives 1.5% (n = 130,000); note: nearly all actives have a fitted effect of over 55% in size
IkB sig inh: inhibitors of IkB signaling in ABC-DLBCL cells; ABC-DLBCL IkBa-CBG/CBR dual luciferase ratio, 4 h; response scale: scaled: untreated 0%, proteasome inhibitor 100%; Potency, µM (top dose mostly 57.1 µM), inactives show at the highest dose IkBa stabilization activation; actives 0.04% (n = 110,000); active = well fitted curve in the direction sought with a large enough effect in the signal ratio, not every such curve was filed as active; inconclusive = small, poorly fitted or top-dose-only effect, or a change in a side signal; the % refers to the signal ratio;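 note: the direction sought is a rising ratio; 0% = basal untreated cells and 100% = reference inhibitor full response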
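Luminescence ratio of IκBα-fused green versus native red beetle luciferase in OCI-Ly3 cells, 4 h post-doxycycline with compound; red signal alone, scaled from basal (0%) to zero light (-100%), flagged nonspecific or cytotoxic effects.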
Peg3 imprint: inducers of genomic imprint erasure in mouse ES cells. mouse ES Peg3-LacZ reporter, beta-gal luminescence, 40 h. Potency, µM (series often up to 60.7 µM), for inactives: top-dose activity change, positive = activation, usual class: activators. actives 0.02% (n = 110,000). AID 1948;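 note: 0% = negative control wells on the plate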
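Imprint erasure is scored as LacZ activity from the silenced maternal Peg3 allele in feeder-free female ES cells cultured 40 h with LIF. Luminescence is normalized to in-plate negative controls and fitted to the Hill equation.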
An asterisk follows results filed as active; ? = inconclusive; nt = not tested or not shown; [ ] = remark or other dose. Unless noted, calls come from the whole dose curve; as a rule, active = well fitted curve in the direction sought with a large enough effect; inconclusive = small, poorly fitted or top-dose-only effect, or another doubt; inactive = no such curve, though single readings can be large; an effect the other way counts as inactive or inconclusive. Unless noted, % is set by controls: 0 for no effect and ±100 for the full control effect; potency is the fitted concentration of half-maximal effect.

Screens by letter: A = p53ts 32C tox; B = p53ts 39C kill; C = IkB sig inh; D = Peg3 imprint
> N#Cc1c(NC(=O)C(F)(F)F)sc2c3c(=O)c4ccccc4c(=O)c=3oc3ccccc3c12
  A = -14%[9.22 µM] | B = 5%[9.22 µM] | C = 10%[11.4 µM] | D = -3%[10.9 µM]
> Cc1oc(-c2ccc(F)cc2)cc1-c1nn2c(-c3ccoc3C)nnc2s1
  A = 9% | B = -2% | C = -1.8% | D = -7%
> Cn1ncc2c(Nc3cc(C(F)(F)F)ccc3Cl)ncnc21
  A = 6% | B = -8% | C = -2.7% | D = -14%[10.9 µM]
> COc1ccc(N2CCN(C(=O)CCn3cnc4onc(-c5ccc(F)cc5)c4c3=O)CC2)cc1
  A = -8% | B = -18% | C = 4.4% | D = 14%[10.9 µM]
> COCC(=O)N1CCC2(CCCN(Cc3ccccc3)C2)CC1
  A = -12% | B = -6% | C = -0.1%[11.4 µM] | D = nt
> Cc1cccc(CCNC(=O)C2CCC(CNc3c(N4CCCC4)c(=O)c3=O)CC2)c1 (stereo unspecified)
  A = 9% | B = 10% | C = -0.7% | D = -5%
> CCc1nnc2c(Nc3ccc(Br)c(C)c3)nc3ccccc3n12
  A = -19% | B = -13% | C = -2.0% | D = -14%[10.9 µM]
> Cc1ccccc1CS(=O)(=O)c1ncc(Cl)c(C(=O)Nc2nnc(C(C)C)s2)n1
  A = 16µM* | B = 7.9µM* | C = ? | D = -17%[10.9 µM]
> COc1ccc2c(c1)OC/C(=C\c1ccc(OC)c(O)c1)C2=O
  A = ? | B = 17% | C = nt | D = -33%[inhibitor]
> CC(=O)N1CCc2cc(S(=O)(=O)NC(C(=O)Nc3ccc4c(c3)OCCO4)C(C)C)ccc21 (stereo unspecified)
  A = -19% | B = 2% | C = -1.7% | D = -10%
> CC(=O)Nc1ccc(NC(=O)Cn2cc3c(n2)CCC(C)C3)cc1 (stereo unspecified)
  A = 12% | B = -5% | C = -0.5% | D = -7%
> COc1ccc(NC(=O)c2cnc(C)cn2)cc1-n1cnnn1
  A = -1% | B = 9% | C = 0.6% | D = -7%
> CC(C)Nc1oc(Cc2cccc3ccccc23)nc1C#N
  A = 9% | B = -7% | C = -0.1% | D = -10%
> COc1ccc(COC(=O)N/N=C2/C[C@@H](O)[C@@H](O)[C@@H]3[C@@H]4C(=O)N(c5cccc(Oc6ccccc6)c5)C(=O)[C@H]4CC[C@@H]23)cc1
  A = -9%[9.22 µM] | B = 1%[9.22 µM] | C = nt | D = nt
> CCC(OC(=O)CCc1nc2ccccc2[nH]c1=O)C(=O)c1ccccc1 (stereo unspecified)
  A = -22% | B = -22% | C = ? | D = -6%

Filtered by structure, the entries above with a Cl atom
Screens by letter: A = p53ts 32C tox; B = p53ts 39C kill; C = IkB sig inh; D = Peg3 imprint
> Cn1ncc2c(Nc3cc(C(F)(F)F)ccc3Cl)ncnc21
  A = 6% | B = -8% | C = -2.7% | D = -14%[10.9 µM]
> Cc1ccccc1CS(=O)(=O)c1ncc(Cl)c(C(=O)Nc2nnc(C(C)C)s2)n1
  A = 16µM* | B = 7.9µM* | C = ? | D = -17%[10.9 µM]

Following part
Screens by letter: A = p53ts 32C tox; B = p53ts 39C kill; C = IkB sig inh; D = Peg3 imprint
> COC(=O)c1cc(C)sc1NC(=O)CCCC(=O)O
  A = 5% | B = -6% | C = -1.5% | D = -5%
> CCOC(=O)N1CCN(C(=O)Cn2cc3c(n2)CCCC3)CC1
  A = 7% | B = -2% | C = -0.2% | D = -10%
> COc1cc(NC(=O)c2ccc(C)cc2)c(OC)cc1NC(=O)CN1CCOCC1
  A = -4% | B = 1% | C = -5.1% | D = nt
> Cc1cc(NC(=O)Cn2nnc3sc4c(c3c2=O)CCCC4)no1
  A = -9% | B = -12% | C = -0.1% | D = -3%
> O=C(c1ccccc1)c1cccn1CC(=O)N1CCN(c2ccc(F)cc2)CC1
  A = -1% | B = -10% | C = 2.3% | D = -14%
> Cc1ccc(NC(=O)CSc2nc3ccccc3nc2Cc2ccccc2)c(Cl)c1
  A = -2% | B = -14% | C = -1.5% | D = -3%[10.9 µM]
> COc1cc(C2CC(=O)N(CC(=O)Nc3ccccc3F)c3ccccc3S2)cc(OC)c1OC (stereo unspecified)
  A = -1% | B = -10% | C = ? | D = -7%[10.9 µM]
> O=C(Nc1ccc2oc(-c3ccccc3Cl)nc2c1)c1ncn[nH]1
  A = ? | B = ? | C = 0.2% | D = -35%[inhibitor]
> Cc1ccc2sc(N3CCN(C(=O)CCS(=O)(=O)c4ccc(Cl)cc4)CC3)nc2c1C
  A = -7% | B = 4% | C = -2.3% | D = -6%[10.9 µM]
> O=C(Nc1ccc(C2CCCCC2)cc1)C1CCCN(c2ncccn2)C1 (stereo unspecified)
  A = 4% | B = -8% | C = 0.1% | D = -1%
> CC1CCC(NC(=O)C2(C)Cc3ccccc3C(=O)N2Cc2ccccc2Cl)CC1 (stereo unspecified)
  A = 0% | B = -29% | C = ? | D = -10%[10.9 µM]
> CCOC(=O)c1cc2c(=O)n3ccccc3nc2n(CCCOC)c1=NC(=O)C(C)(C)C
  A = 1% | B = -4% | C = -1.6% | D = -8%
> Cc1ccccc1CN1C(=O)c2ccccc2S(=O)c2ccc(C(=O)NC3CCC(C)CC3)cc21 (stereo unspecified)
  A = 13% | B = -7% | C = ? | D = -7%[10.9 µM]
> COC(=O)N1CCC2(CC1)CCN(C(c1ccccc1)c1ccccc1)CC2
  A = -3% | B = 2% | C = 2.8%[11.4 µM] | D = nt
> COc1ccc(CN2CC(C(=O)NCCCN3CCN(C)CC3)CC2=O)cc1 (stereo unspecified)
  A = 1% | B = 3% | C = 1.2% | D = -5%
> CCCn1c(=N)n(CC(=O)c2cccs2)c2ccccc21
  A = 3% | B = -8% | C = nt | D = nt
> CN(C(=O)C1CCCO1)c1nnc(-c2ccccn2)s1 (stereo unspecified)
  A = -15% | B = -2% | C = -2.6% | D = -28%
> Cc1cc(C)c(NC(=O)Cn2c(=O)oc3cc(S(=O)(=O)N4CCCCCC4)ccc32)c(C)c1
  A = 0% | B = 0% | C = ? | D = -16%[10.9 µM]
> CCN1C(=O)C2(/C(=C(\O)c3ccc4c(c3)OCCO4)C(=O)C(=O)N2CCCOC)c2ccccc21 (stereo unspecified)
  A = 2% | B = -2% | C = 2.4% | D = ?
> Cc1ccc(C(=O)c2cn(CC(=O)NCc3ccccc3)c3nc(C)ccc3c2=O)cc1
  A = 1% | B = 7% | C = ? | D = -3%[10.9 µM]
> Cc1cc(C(C)(C)C)c(O)c(C)c1CC1=NCCN1
  A = -11% | B = -9% | C = 0.1% | D = -23%
> COc1cccc(CNC(=O)c2ccc3c(c2)sc2nc(-c4cccc(OC)c4)cn23)c1
  A = -6% | B = -9% | C = ? | D = -11%[10.9 µM]
> COc1ccc(N2CCN(C(=O)CCn3nc(C)c(S(=O)(=O)N4CCCC4)c3C)CC2)cc1
  A = -5% | B = -21% | C = 1.0% | D = 16%[10.9 µM]
> CCCCc1c(O)nc(SCC(=O)N2CCOCC2)n(-c2ccccc2C)c1=O
  A = 1% | B = 13% | C = 0.7% | D = 14%
> COc1ccc(CCNC(=O)c2cc3c(=O)n4cccc(C)c4nc3n2C)cc1
  A = -9% | B = -15% | C = ? | D = -16%[10.9 µM]
> COCCCNC(=O)c1cc(OC)c(OC)c(OC)c1
  A = 0% | B = 0% | C = -0.2% | D = 6%
> Cc1ccccc1Oc1nc2c(c(=O)n(C)c(=O)n2C)n1Cc1ccc(Br)cc1
  A = 3% | B = 8% | C = 7.3% | D = -9%[10.9 µM]
> O=C(Nc1nnc(SCc2ccc(F)cc2)s1)c1ccco1
  A = -2% | B = -8% | C = -1.1% | D = -16%
> CC(C)OCCCN1C(=O)c2[nH]nc(-c3ccccc3O)c2C1c1ccc(OCc2ccccc2)cc1 (stereo unspecified)
  A = 38%[activator] | B = ? | C = ? | D = -14%[10.9 µM]
> COc1ccc(CCNC(=O)c2cc(Sc3cccc(Cl)c3)nc3ccccc23)cc1OC
  A = 11% | B = -5% | C = ? | D = ?
> O=C(NC1CCCC1)c1ccc2c(=O)n(Cc3ccccc3)c(SCc3ccccc3)nc2c1
  A = 3% | B = -7% | C = ? | D = -7%[10.9 µM]
> COc1ccc(S(=O)(=O)NCC(c2ccc(N(C)C)cc2)N2CCOCC2)cc1 (stereo unspecified)
  A = -6% | B = -22% | C = 0.4% | D = -5%[10.9 µM]
> c1csc(-c2cn3c(n2)SCC3)c1
  A = -10% | B = 1% | C = -2.9% | D = -10%
> O=C(Cn1nc(Cc2cccnc2)c2ccccc2c1=O)Nc1ccc(F)c(Cl)c1
  A = -7% | B = 20% | C = ? | D = -9%[10.9 µM]
> COC(=O)COc1nsnc1N1CCOCC1
  A = 1% | B = 10% | C = -0.8% | D = -3%
> O=C(O)c1cc(N=Cc2ccccc2O)cc(C(=O)O)c1
  A = 5%[9.22 µM] | B = -2%[9.22 µM] | C = 0.5%[11.4 µM] | D = -7%[10.9 µM]
> COc1ccc2c(=O)c(N3C(=O)c4ccccc4C3=O)coc2c1
  A = -6% | B = -1% | C = -0.7% | D = -26%
> O=C1CCSC2(C(=O)N(Cc3ccc(F)cc3)c3ccccc32)N1c1ccccc1 (stereo unspecified)
  A = -4% | B = 24% | C = ? | D = 4%[10.9 µM]
> COc1ccccc1N1CCN(C(=O)c2ccc(CS(=O)(=O)c3ccccc3OC)o2)CC1
  A = 5% | B = -8% | C = -2.2% | D = -11%
> C=Cc1ccc(Cn2c(=O)n(-c3ccc(C)cc3)c(=O)c3c2c2cc(OC)ccc2n3C)cc1
  A = -8% | B = ? | C = 0.1% | D = 4%[10.9 µM]
> COc1ccccc1CNC(=O)c1ccc(NS(C)(=O)=O)cc1
  A = 6% | B = -7% | C = -2.1% | D = -5%
> COCCn1c(=O)c(C)nc2cnc(Oc3ccccc3)nc21
  A = 10% | B = 12% | C = -1.4%[11.4 µM] | D = -4%
> Cc1cc(S(=O)(=O)N2CCN(c3ncccn3)CC2)ccc1-n1cnnn1
  A = 1% | B = 1% | C = -0.7% | D = -6%
> COc1ccccc1NC(=O)c1nnn(CC(=O)Nc2cccc(SC)c2)c1N
  A = -2% | B = -14% | C = 2.9% | D = -4%
> CCCCN(CC)CCCNC(=O)c1cc2c(=O)[nH]c3ccccc3c2s1
  A = -4% | B = ? | C = 0.0% | D = -9%[10.9 µM]
> CN(C)CCNC(=O)Cc1c(C(=O)O)n(C)c2ccccc12
  A = 1% | B = 8% | C = 1.7% | D = 3%
> COc1ccc2cc(C(c3nnnn3C3CCCCC3)N3CCCCCC3)c3nnnn3c2c1 (stereo unspecified)
  A = 5% | B = 7% | C = 0.6% | D = 0%
> Nc1ccc(C(=O)n2c3ccccc3c3ccccc32)cc1
  A = -1% | B = 1% | C = nt | D = nt
> CCOc1ccc(OCC)c(NS(=O)(=O)c2ccc3[nH]c(=O)ccc3c2)c1
  A = 21% | B = 4% | C = 2.8% | D = -7%[10.9 µM]
> O=C(NCC1CCCO1)c1nc2c(nnn2Cc2ccccc2Cl)c(=O)[nH]1 (stereo unspecified)
  A = -12% | B = -1% | C = nt | D = nt
> Cc1cccc(-n2nnc(C(=O)NCc3ccccn3)c2N)c1
  A = 2% | B = -6% | C = 2.0% | D = -6%
> CSc1ccccc1NC(=O)C1=CC(c2ccc3c(c2)OCO3)=NS(=O)(=O)N1C
  A = -4% | B = -8% | C = -0.6% | D = -8%[10.9 µM]
> COCCNC(=O)Nc1cc(C(=O)NCc2ccc(C(C)C)cc2)ccc1N1CCCC1
  A = -3% | B = -1% | C = ? | D = -9%[10.9 µM]
> Cc1nc(NC(=O)CCCC(=O)Nc2nc(C)c(C)s2)sc1C
  A = 8% | B = 9% | C = 0.1% | D = 8%
> O=C(NCc1ccccc1Cl)c1ccc(CS(=O)(=O)c2ccc(Br)cc2)o1
  A = 4% | B = -3% | C = 7.4% | D = -17%[10.9 µM]
> O=C(COc1ccc(Cl)cc1)Nc1nc(-c2cccs2)cs1
  A = -20% | B = ? | C = ? | D = -9%
> COc1ccc(N2CCN(C(CNC(=O)C3CCCCC3)c3cccnc3)CC2)cc1 (stereo unspecified)
  A = 2% | B = -9% | C = -0.3% | D = -10%
> Cc1ccc(C)c(Cn2c3ccccc3c3cnn(CC(=O)NCCc4ccccc4)c(=O)c32)c1
  A = 4% | B = -12% | C = 0.8% | D = -8%[10.9 µM]

Assay outcomes (PubChem BioAssay)

An unsorted share of the library, and some 1.7% of all compounds hit somewhere here.
